Screening data: PubChem BioAssay, several laboratories
cytoskel mod = cytoskeleton assembly modification; 91,000 tested, 0.18% active; HUVEC TNFa F-actin phalloidin imaging, high content; AID 836; inhibition, % at 2 µM;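 active = inhibition above the batch mean plus 3 SD and confirmed as a hit by visual image inspection, cut at about 30% in these data, passing the limit was not always enough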; also: strong numbers were not always called active
sEH inhibitor = blocks human soluble epoxide hydrolase activity; P34913; recombinant human sEH enzymatic activity assay; inhibition, % at 2 µM; 91,000 tested, 0.34% active; AID 707; in the data active = inhibition above about 80%; also: values of inactives mirror those of a sister screen read the other way; many of its hits are not listed in these tables
Calb biofilm kill = kills Candida albicans biofilms. C. albicans biofilm + clotrimazole, Alamar Blue. inhibition, % at 6 µM. 85,000 tested, 0.14% active. AID 834;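 active = inhibition above 20%; inactive = inhibition below 20%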;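 also: preformed 24 hr biofilms exposed to compound for 48 hr; 0% = biofilm without compound and 100% = blank killed by clotrimazole plus chlorhexidine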
IL1B cytotox = toxic to HUVEC cells under IL-1B stimulation. cell count reduction, % at 2 µM. HUVEC cell count loss, Hoechst imaging, IL-1B stimulated. 94,000 tested, 0.41% active. AID 845;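 active = cell count reduction more than 3 SD above the screen-wide mean, cut at about 70% in these data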;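 also: normalized per plate to untreated control cells as the no-loss baseline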
sEH activator = soluble epoxide hydrolase (human) activation; P34913; purified human sEH enzymatic activity, activator screen; activation, % at 2 µM; 91,000 tested, 0.04% active; in the data active = activation above about 37%; also: values of inactives mirror those of a sister screen read the other way
VCAM1 TNFa inh = reduces TNF alpha induced VCAM1 expression in HUVEC; inhibition, % at 2 µM; HUVEC TNFa-induced VCAM-1 immunofluorescence, high-content imaging; AID 802; 95,000 tested, 0.48% active;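 active = inhibition above the batch mean plus 3 SD, with images confirmed as a hit by eye, cut at about 37% in these data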;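 also: 0% = TNF-stimulated DMSO wells and 100% = unstimulated control wells; not every result past the cut was called active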
Smad3 inh = Smad3 (human) transcription factor binding inhibition | TR-FRET Smad3/Dy647-FoxH1 peptide binding, europium anti-His | P84022 | inhibition, % at 25 µM | 88,000 tested, 0.29% active;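 active = compounds that reduce the energy-transfer binding signal between the protein and its labelled peptide by more than half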;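 also: 0% = Smad3 plus labelled peptide maximal FRET and 100% = peptide-only background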
Target sequence (P84022 whole entry, looked up): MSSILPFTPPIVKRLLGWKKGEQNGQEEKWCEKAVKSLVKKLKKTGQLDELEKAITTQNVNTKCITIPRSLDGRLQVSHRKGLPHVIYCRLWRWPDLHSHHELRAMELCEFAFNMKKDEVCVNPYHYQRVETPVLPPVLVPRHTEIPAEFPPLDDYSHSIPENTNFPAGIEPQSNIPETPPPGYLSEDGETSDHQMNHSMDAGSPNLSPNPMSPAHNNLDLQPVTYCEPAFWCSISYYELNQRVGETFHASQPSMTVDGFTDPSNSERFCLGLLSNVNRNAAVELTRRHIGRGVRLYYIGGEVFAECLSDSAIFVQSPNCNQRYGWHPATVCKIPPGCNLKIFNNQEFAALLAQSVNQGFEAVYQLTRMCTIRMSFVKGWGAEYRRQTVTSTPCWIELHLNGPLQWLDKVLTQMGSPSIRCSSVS
ERb coact inh = blocks coactivator binding to human estrogen receptor beta. AID 633. inhibition, % at 25.6 µM. Q92731. 86,000 tested, 1.3% active. TR-FRET ER-beta LBD / SRC1-Cy5 peptide binding; receptor agonist-loaded with 1 µM estradiol;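 active = compounds whose percent inhibition of the receptor-coactivator binding signal exceeds about 50% in the single-dose screen, limit read from the data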;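 also: 0% = receptor plus peptide wells without compound and 100% = peptide-only wells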
Target sequence (Q92731 whole entry, looked up, the tested form may be a part): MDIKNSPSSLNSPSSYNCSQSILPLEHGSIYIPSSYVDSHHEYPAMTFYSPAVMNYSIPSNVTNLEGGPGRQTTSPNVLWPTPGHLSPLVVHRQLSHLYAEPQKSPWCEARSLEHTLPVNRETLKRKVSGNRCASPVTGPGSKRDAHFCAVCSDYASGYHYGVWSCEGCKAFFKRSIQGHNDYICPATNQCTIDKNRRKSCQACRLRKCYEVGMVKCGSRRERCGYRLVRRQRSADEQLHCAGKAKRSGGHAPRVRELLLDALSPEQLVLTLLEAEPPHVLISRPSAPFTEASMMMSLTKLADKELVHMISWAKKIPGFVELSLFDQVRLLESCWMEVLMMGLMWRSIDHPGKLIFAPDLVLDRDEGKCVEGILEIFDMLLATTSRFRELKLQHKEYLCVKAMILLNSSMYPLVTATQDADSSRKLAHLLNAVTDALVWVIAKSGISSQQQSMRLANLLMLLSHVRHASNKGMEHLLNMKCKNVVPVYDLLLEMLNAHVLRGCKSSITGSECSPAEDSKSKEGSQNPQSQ
HUVEC tox TNFa = toxic to HUVEC cells under TNF alpha stimulation. AID 848. 93,000 tested, 0.17% active. cell count reduction, % at 2 µM. HUVEC TNFalpha-stimulated, Hoechst cell count, imaging;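 active = cell count reduction exceeding the screen mean by over 5 SD, scaled to untreated wells per plate, cut at about 78% in these data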;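 also: cells counted after 24 h of TNF alpha exposure following the 1 h pretreatment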
Active calls of the source: *; [ ] = another dose, or the depositor's remark. These rows are one share of the data (hit frequency here may not be typical).

Screening CCc1ccc2oc(=O)cc(CN(C)Cc3ccccc3)c2c1 returned cytoskel mod -8, sEH inhibitor -11, Calb biofilm kill 6, IL1B cytotox -12, sEH activator 10, VCAM1 TNFa inh -9, Smad3 inh 2, ERb coact inh -1[fluorescence artefact?] and HUVEC tox TNFa -23.
For CCOC(=O)Cn1c(CN2CCN(c3cccc(Cl)c3)CC2)nc2c1c(=O)[nH]c(=O)n2C the results were cytoskel mod -13, sEH inhibitor 7, Calb biofilm kill 7, IL1B cytotox -27, sEH activator -7, VCAM1 TNFa inh -2, Smad3 inh -6, ERb coact inh 71*[fluorescence artefact?] and HUVEC tox TNFa 12.
CCNC(=S)N(Cc1ccc(OC)cc1)C1CC(=O)N(c2ccc(OCC)cc2)C1=O (stereo unspecified) was read as cytoskel mod 17, sEH inhibitor 10, IL1B cytotox 9, sEH activator -7, VCAM1 TNFa inh -8 and HUVEC tox TNFa -6.
C=CCn1c(-c2csc(-c3ccc(Cl)cc3)n2)n[nH]c1=S was read as cytoskel mod -12, sEH inhibitor 6, Calb biofilm kill 11, IL1B cytotox -24, sEH activator -3, VCAM1 TNFa inh 39, Smad3 inh -7, ERb coact inh 8 and HUVEC tox TNFa 5.
Screening Cc1ccccc1Cn1nnc(-c2cccc(C(=O)O)c2)n1 returned cytoskel mod -5, sEH inhibitor -9, Calb biofilm kill 7, IL1B cytotox -76, sEH activator 8, VCAM1 TNFa inh 4, Smad3 inh 4, ERb coact inh -4[fluorescence artefact?] and HUVEC tox TNFa -7.
`COc1ccc2c(c1)-c1c(ssc1=S)C(C)(C)N2C(=O)CSC1=NCCS1` gave cytoskel mod -2, sEH inhibitor 7, IL1B cytotox 5, sEH activator -5, VCAM1 TNFa inh -3 and HUVEC tox TNFa -6.
C=CCN(CC=C)S(=O)(=O)c1ccc(NC(=S)NC(=O)/C=C/c2ccccc2)cc1 was read as cytoskel mod -39, sEH inhibitor 5, IL1B cytotox -29, sEH activator -5, VCAM1 TNFa inh 11 and HUVEC tox TNFa 14.
`CCOC(=O)C1CCN(C(=O)C2CCN(S(=O)(=O)c3cc(Cl)ccc3Cl)CC2)CC1` gave cytoskel mod 10, sEH inhibitor 13, Calb biofilm kill -6, IL1B cytotox -3, sEH activator -11, VCAM1 TNFa inh 31, Smad3 inh 0, ERb coact inh 1 and HUVEC tox TNFa -7.
`Cc1ccc(-n2c(SCc3nnc4n3CCC4)nnc2-c2ccccc2)cc1` gave cytoskel mod 7, sEH inhibitor -18, Calb biofilm kill 9, IL1B cytotox 15, sEH activator 18, VCAM1 TNFa inh 12, Smad3 inh 2, ERb coact inh -2 and HUVEC tox TNFa 3.
Screening COc1ccc2c(c1)[nH]c1c(=O)n(CC3CCCO3)cnc12 (stereo unspecified) returned cytoskel mod -11, sEH inhibitor 10, Calb biofilm kill 2, IL1B cytotox 1, sEH activator -8, VCAM1 TNFa inh 2, Smad3 inh -9, ERb coact inh -9 and HUVEC tox TNFa 5.

Random excerpt: 3 compounds from above, in no set order.
`Cc1ccc(-n2c(SCc3nnc4n3CCC4)nnc2-c2ccccc2)cc1` gave cytoskel mod 7, sEH inhibitor -18, Calb biofilm kill 9, IL1B cytotox 15, sEH activator 18, VCAM1 TNFa inh 12, Smad3 inh 2, ERb coact inh -2 and HUVEC tox TNFa 3.
C=CCN(CC=C)S(=O)(=O)c1ccc(NC(=S)NC(=O)/C=C/c2ccccc2)cc1 was read as cytoskel mod -39, sEH inhibitor 5, IL1B cytotox -29, sEH activator -5, VCAM1 TNFa inh 11 and HUVEC tox TNFa 14.
Screening COc1ccc2c(c1)[nH]c1c(=O)n(CC3CCCO3)cnc12 (stereo unspecified) returned cytoskel mod -11, sEH inhibitor 10, Calb biofilm kill 2, IL1B cytotox 1, sEH activator -8, VCAM1 TNFa inh 2, Smad3 inh -9, ERb coact inh -9 and HUVEC tox TNFa 5.

(next part)
N#Cc1cc(-c2ccccc2)nnc1Sc1ccc(Cl)cc1 was read as cytoskel mod -12, sEH inhibitor 6, Calb biofilm kill -1, IL1B cytotox 14, sEH activator -5, VCAM1 TNFa inh 3, Smad3 inh -3, ERb coact inh -2 and HUVEC tox TNFa -4.
Screening O=C(O)CCc1nc(-c2cccs2)no1 returned cytoskel mod 8, sEH inhibitor 6, Calb biofilm kill 12, IL1B cytotox 0, sEH activator -4, VCAM1 TNFa inh 10, Smad3 inh 12, ERb coact inh -5 and HUVEC tox TNFa -12.
CC1(C)CCN(Cc2ccccc2)C1CC#N (stereo unspecified) was read as cytoskel mod -17, Calb biofilm kill 4, IL1B cytotox -11, VCAM1 TNFa inh 12, Smad3 inh 8, ERb coact inh 8[fluorescence artefact?] and HUVEC tox TNFa 28.
`CCC(=O)Oc1ccc(C/C(=N\O)c2ccc(O)cc2O)o1` gave cytoskel mod 7, sEH inhibitor 4, Calb biofilm kill -1, IL1B cytotox 13, sEH activator -1, VCAM1 TNFa inh 0, Smad3 inh 8, ERb coact inh 78*[fluorescence artefact?] and HUVEC tox TNFa 12.
For O=C(C1CCN(C2CC(=O)N(c3cccc(Cl)c3)C2=O)CC1)N1CCCC1 (stereo unspecified) the results were cytoskel mod 16, sEH inhibitor -4, Calb biofilm kill -2, IL1B cytotox -12, sEH activator 5, VCAM1 TNFa inh 7, Smad3 inh -8, ERb coact inh 2[fluorescence artefact?] and HUVEC tox TNFa -23.
CC(C)NC(=O)CC(=O)N/N=C/c1ccc(Br)cc1 was read as cytoskel mod 20, sEH inhibitor -2, IL1B cytotox 2, sEH activator 3, VCAM1 TNFa inh 0 and HUVEC tox TNFa -7.
CC1C/C(=N\NC(=S)NC(C)C)CC(C)(C)C1 (stereo unspecified) was read as cytoskel mod -8, sEH inhibitor 2, Calb biofilm kill 3, IL1B cytotox -36, sEH activator -3, VCAM1 TNFa inh 9, Smad3 inh -7, ERb coact inh -5 and HUVEC tox TNFa -36.
For O=S(=O)(NC1CCN(Cc2ccccc2)CC1)c1cccc2cccnc12 the results were cytoskel mod -10, sEH inhibitor -9, Calb biofilm kill 5, IL1B cytotox -28, sEH activator 8, VCAM1 TNFa inh 5, Smad3 inh 0, ERb coact inh 3 and HUVEC tox TNFa -12.
For CCCCNc1oc(-c2ccc(OC)cc2)nc1S(=O)(=O)c1ccccc1 the results were cytoskel mod 23, sEH inhibitor 15, Calb biofilm kill -2, IL1B cytotox -10, sEH activator -13, VCAM1 TNFa inh -8, Smad3 inh -8, ERb coact inh 1 and HUVEC tox TNFa -23.
`Cc1nn(C)cc1/C=N/NC(=S)Nc1ccccc1` gave cytoskel mod 18, sEH inhibitor 3, IL1B cytotox 0, sEH activator -3, VCAM1 TNFa inh 5 and HUVEC tox TNFa -11.
For CC(=O)Nc1ccc(N2CCCC2)cc1 the results were cytoskel mod 0, sEH inhibitor -8, Calb biofilm kill 8, IL1B cytotox -4, sEH activator 11, VCAM1 TNFa inh 6, Smad3 inh 9, ERb coact inh 11 and HUVEC tox TNFa -10.
`CC1CC1C(=O)Nc1nc(-c2ccccc2)cs1` (stereo unspecified) gave cytoskel mod -15, sEH inhibitor 5, Calb biofilm kill 4, IL1B cytotox 4, sEH activator -3, VCAM1 TNFa inh 2, Smad3 inh 6, ERb coact inh -1[fluorescence artefact?] and HUVEC tox TNFa -4.
Cc1ccc2oc(-c3cccc(NC(=O)c4ccc(Br)o4)c3)nc2c1 was read as cytoskel mod 9, sEH inhibitor 8, Calb biofilm kill 5, IL1B cytotox 8, sEH activator -5, VCAM1 TNFa inh 26, Smad3 inh 2 and ERb coact inh 21[fluorescence artefact?].
`O=c1[nH]c(SCCOc2ccccc2)nc2ccccc12` gave cytoskel mod 3, sEH inhibitor 12, Calb biofilm kill 5, IL1B cytotox 30, sEH activator -6, VCAM1 TNFa inh -3, Smad3 inh 11, ERb coact inh 11[fluorescence artefact?] and HUVEC tox TNFa -26.
Screening Cc1ccc(Cc2cnc(NC(=O)CN3CCOCC3)s2)cc1Cl returned cytoskel mod 16, sEH inhibitor -16, IL1B cytotox -23, sEH activator 13, VCAM1 TNFa inh 1 and HUVEC tox TNFa -13.
`O=C(CCCCCN1C(=O)c2ccccc2C1=O)Nc1ccc2c(c1)OCCO2` gave cytoskel mod -1, sEH inhibitor 46, Calb biofilm kill 1, IL1B cytotox 8, sEH activator -47, VCAM1 TNFa inh -7, Smad3 inh 6[fluorescence artefact?], ERb coact inh 36 and HUVEC tox TNFa -6.
`CCn1nc(NC(=O)c2ccco2)c2cc3ccc(C)cc3nc21` gave cytoskel mod 6, Calb biofilm kill 5, IL1B cytotox -37, VCAM1 TNFa inh 9, Smad3 inh 11, ERb coact inh 13 and HUVEC tox TNFa -41.
For N=c1c2c3c(sc2nc2n1CCC2)CCCC3 the results were cytoskel mod 15, sEH inhibitor -7, IL1B cytotox -39, sEH activator 6, VCAM1 TNFa inh 8, Smad3 inh -6, ERb coact inh -1 and HUVEC tox TNFa -22.
Screening CCOC(=O)c1c(NC(=O)c2ccn(CC)n2)sc2c1CCCC2 returned cytoskel mod 22, sEH inhibitor 4, Calb biofilm kill 3, IL1B cytotox 5, sEH activator -2, VCAM1 TNFa inh 9, Smad3 inh 0, ERb coact inh 7 and HUVEC tox TNFa -2.
For O=c1oc2cc(OCc3ccc([N+](=O)[O-])cc3)ccc2c2c1CCCC2 the results were cytoskel mod -8, sEH inhibitor 5, IL1B cytotox -11, sEH activator -4, VCAM1 TNFa inh 8 and HUVEC tox TNFa -15.
For CCCN(CCC)c1nc(Cl)nc(NCc2ccco2)n1 the results were cytoskel mod 24, sEH inhibitor 7, IL1B cytotox -13, sEH activator -5, VCAM1 TNFa inh -16 and HUVEC tox TNFa 8.
Screening Cc1ccc2c(c1)NC(=O)C(CC(=O)NCCCN1CCN(c3cc(C)ccc3C)CC1)O2 (stereo unspecified) returned cytoskel mod -12, Calb biofilm kill -7, IL1B cytotox 0, VCAM1 TNFa inh -3, Smad3 inh 0, ERb coact inh -2 and HUVEC tox TNFa 5.
Screening CCOC(=O)N1CCN(c2ncnc3c2cnn3-c2ccc(Cl)cc2)CC1 returned cytoskel mod -5, sEH inhibitor -10, Calb biofilm kill 2, IL1B cytotox 25, sEH activator 13, VCAM1 TNFa inh 16, Smad3 inh -4[fluorescence artefact?], ERb coact inh 20[fluorescence artefact?] and HUVEC tox TNFa -10.
Screening Cc1ccc2c(c1)c1c(n2C)C(C(N)=O)CCC1 (stereo unspecified) returned sEH inhibitor 13, Calb biofilm kill 2, IL1B cytotox -15, sEH activator -9, Smad3 inh 0 and ERb coact inh -17[fluorescence artefact?].
Screening COc1ccc(N(CC(=O)NCCSC(C)(C)C)S(C)(=O)=O)c(OC)c1 returned cytoskel mod -24, sEH inhibitor -12, Calb biofilm kill 3, IL1B cytotox -6, sEH activator 11, VCAM1 TNFa inh 23, Smad3 inh 13, ERb coact inh -1 and HUVEC tox TNFa 1.
COc1ccc(/C=N/N2CCN(C)CC2)cc1O was read as cytoskel mod 9, sEH inhibitor 0, IL1B cytotox -26, sEH activator 0, VCAM1 TNFa inh -4 and HUVEC tox TNFa 7.
`Cc1cccc(CCNC(=O)C2CCN(S(=O)(=O)c3cccc4nsnc34)CC2)c1` gave sEH inhibitor 28, Calb biofilm kill 1, IL1B cytotox -8, sEH activator -29, VCAM1 TNFa inh 3, Smad3 inh -3, ERb coact inh 9 and HUVEC tox TNFa -47.
O=C(c1cc(-c2cccs2)nc2ccccc12)N1CCN(S(=O)(=O)c2cccc(F)c2)CC1 was read as cytoskel mod 4, sEH inhibitor -13, Calb biofilm kill 8, IL1B cytotox 6, sEH activator 10, VCAM1 TNFa inh 9, Smad3 inh -14, ERb coact inh 3 and HUVEC tox TNFa -6.
Screening Cc1cc(C)cc(OCC(=O)Nc2nc3ccc([N+](=O)[O-])cc3s2)c1 returned cytoskel mod -20, sEH inhibitor 5, IL1B cytotox 3, sEH activator -6, VCAM1 TNFa inh 21 and HUVEC tox TNFa 41.
